GalR3 antag: human GalR3 antagonism; HEK293 GalR3-CNG cAMP membrane potential fluorescence; galR3 body fused to GalR1 C-terminus; inhibition, % at 3 µM; hit rate 0.44% among 360,000; AID 651719;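 active means inhibition above the screen-wide average plus 3 SD, cut at about 13% in these data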;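 further: forskolin and galanin both at EC90 stimulate the cells; cAMP rise reported by CNG channel membrane potential dye signal; 0% = forskolin plus galanin with DMSO and 100% = forskolin alone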
Target sequence (O60755 1-299 limits assumed): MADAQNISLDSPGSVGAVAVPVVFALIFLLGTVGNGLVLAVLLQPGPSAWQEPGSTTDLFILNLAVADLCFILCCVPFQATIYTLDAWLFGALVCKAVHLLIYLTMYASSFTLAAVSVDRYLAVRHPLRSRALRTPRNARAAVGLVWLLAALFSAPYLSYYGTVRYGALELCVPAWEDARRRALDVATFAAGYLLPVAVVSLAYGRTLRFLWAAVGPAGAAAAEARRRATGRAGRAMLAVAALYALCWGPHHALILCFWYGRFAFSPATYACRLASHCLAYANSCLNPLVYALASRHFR
CRFR2-BP ag: CRF-BP/CRF-R2 complex agonism; HEK293 CRF-R2/CRF-BP, calcium dye fluorescence (FLIPR); percent of saturating CRF peptide response; activation, % at 13.2 µM; hit rate 0.46% among 350,000; AID 588473;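 active means activation of at least 50%, plus an integration ratio under a set limit after plate pattern correction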;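 further: plate controls were neutral control wells without compound for no effect and CRF at EC100 for full effect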
CRFR2-BP antag: CRF-BP/CRF-R2 complex antagonism; hit rate 0.59% among 350,000; AID 588475; HEK293 CRF-R2/CRF-BP, CRF-induced calcium fluorescence; inhibition, % at 11.8 µM;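 active means inhibition of the ligand-induced calcium signal above about 50% at the single tested concentration, limit read from the data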
MEKK2 WT-MEK5: raises or lowers MEK5 binding to wildtype human MEKK2 PB1 domain; hit rate 1.1% among 290,000; Q9Y2U5; binding response (% of control), % at 10 µM; bead flow cytometry, Alexa488-MEK5 binding to MEKK2 WT; actives lie on both sides; in the data active means binding response below about 67% or above about 130%
MEKK3 PB1 HTS: raises or lowers MEK5 binding to the human MEKK3 PB1 domain; Q99759; bead-based flow cytometry, Alexa488-MEK5 binding to MEKK3; actives lie on both sides; 0 = blocked by unlabeled MEK5, 100 = vehicle; binding response (% of control), % at 10 µM; hit rate 1.4% among 290,000; AID 1529;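 active means binding response more than 3 SD above or below the average of its plate-row segment, actives on both sides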;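 further: Alexa488 bead fluorescence after subtracting the streptavidin-only scavenger bead signal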
Target sequence (Q99759 whole entry, looked up, the tested form may be a part): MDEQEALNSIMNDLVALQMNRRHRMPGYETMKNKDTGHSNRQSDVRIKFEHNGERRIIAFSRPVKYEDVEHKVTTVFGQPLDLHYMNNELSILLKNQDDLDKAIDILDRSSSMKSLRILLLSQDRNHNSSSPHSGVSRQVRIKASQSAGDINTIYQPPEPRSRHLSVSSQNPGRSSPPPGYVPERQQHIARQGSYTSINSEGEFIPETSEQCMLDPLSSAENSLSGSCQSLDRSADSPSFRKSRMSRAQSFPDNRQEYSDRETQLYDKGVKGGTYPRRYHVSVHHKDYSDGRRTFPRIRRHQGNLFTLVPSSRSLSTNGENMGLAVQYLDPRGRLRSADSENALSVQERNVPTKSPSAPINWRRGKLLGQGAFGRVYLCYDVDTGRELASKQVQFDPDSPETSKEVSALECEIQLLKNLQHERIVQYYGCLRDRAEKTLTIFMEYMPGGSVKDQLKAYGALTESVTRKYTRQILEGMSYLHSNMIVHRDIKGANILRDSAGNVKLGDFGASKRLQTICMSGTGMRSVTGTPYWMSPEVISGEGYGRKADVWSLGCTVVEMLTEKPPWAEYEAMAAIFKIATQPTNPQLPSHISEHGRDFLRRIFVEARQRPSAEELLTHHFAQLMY
MEKK2 mut-MEK5: signal of MEK5 binding to mutant human MEKK2 PB1 domain | AID 1530 | percent response, % at 10 µM | bead flow cytometry, Alexa488-MEK5 binding to MEKK2 mutant | hit rate 0.35% among 290,000; in the data active means percent response above about 24%, passing the limit was not always enough; further: inactives centre near 1; some results filed as inactive read as strong as hits
HCV NS3 hel inh: inhibitors of Hepatitis C virus NS3 helicase. NS3 helicase DNA unwinding, Cy5 molecular beacon fluorescence. inhibition, % at 10.9 µM. hit rate 0.56% among 290,000;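 active means inhibition above the mean of all tested compounds plus 3 SD, set per campaign, cut at about 35% in these data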;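 further: 0% = DMSO wells and 100% = thioflavine S control wells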
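System: NS3 helicase fragment of HCV / Schedule: 1 h at 25 °C / Control set: DMSO alone as 0% and 110 µM thioflavine S as 100% / Reagent: Cy5/quencher beacon DNA duplex and ATP to start / Technique: Cy5 fluorescence / Replication: singlicate / Evaluation: % inhibition of end-to-start signal ratio versus controls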
FID counter: counter-screen for HCV NS3 helicase inhibitors: DNA intercalator displacement; hit rate 0.17% among 290,000; DNA fluorescent intercalator displacement, fluorescence; inhibition, % at 7.9 µM; AID 1845; in the data active means inhibition above about 37%;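 further: 0% = vehicle and 100% = reference compound; higher means more ethidium bromide displaced from hairpin DNA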
UBC9 SUMO inh: blocks human SUMOylation mediated by UBC9; hit rate 0.36% among 290,000; HTRF SUMOylation assay, SAE1/SAE2 + UBC9, in vitro; inhibition, % at 35 µM; P63279; in the data active means inhibition above about 50%, passing the limit was not always enough; further: strong numbers were not always called active
Target sequence (P63279 whole entry, looked up): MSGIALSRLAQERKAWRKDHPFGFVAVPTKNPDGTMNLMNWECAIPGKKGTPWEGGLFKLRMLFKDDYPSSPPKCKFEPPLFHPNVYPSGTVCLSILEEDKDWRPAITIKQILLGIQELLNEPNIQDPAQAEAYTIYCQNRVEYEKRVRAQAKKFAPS
* hit, by the source's call; . = not tested or not shown. These rows are one share of the data; count on the stated rates, not on these rows.

SMILES	GalR3 antag	CRFR2-BP ag	CRFR2-BP antag	MEKK2 WT-MEK5	MEKK3 PB1 HTS	MEKK2 mut-MEK5	HCV NS3 hel inh	FID counter	UBC9 SUMO inh
CC(OC(=O)C1=NNC(=O)CC1)C(=O)Nc1ncc(Cl)cc1Cl (centres undefined)	-5	0.4	13	94	100	-5	8	3	13
COCCNCc1nc2sc(C)c(-c3ccccc3)c2c(=O)[nH]1	0	-1.2	1	105	101	1	-4	-7	27
CCCCCC(=O)Nc1ccc2oc(-c3cccnc3)nc2c1	-4	-0.1	-31	92	96	-5	-8	-12	34
O=[N+]([O-])c1nn(-c2ccc3c(c2)OCCO3)n(O)c1=Nc1ccccc1	-4	1.0	-12	92	91	-2	4	4	-20
CC(OC(=O)CNC(=O)c1ccc2c(c1)OCO2)C(=O)NCCC1=CCCCC1 (centres undefined)	5	-0.5	-12	99	98	-3	-2	-3	6
CCN/C=C(\C#N)S(=O)(=O)c1ccc(Br)cc1	-3	2.0	3	98	97	-3	-2	-1	4
CN(C)c1ccc(C=C2C(=O)OC3(CCCC3)OC2=O)cc1	0	24	67*	91	104	-9	-5	-2	7
CCN1CCN(C(=O)CCc2ccc(S(=O)(=O)NCCc3ccccc3)cc2)CC1	0	0.2	6	101	97	6	-3	3	17
COc1cccc(C(=O)N(Cc2ccc3c(c2)OCO3)Cc2nc3ccccc3c(=O)[nH]2)c1	-3	0.2	-4	107	106	4	-5	-5	20
CCCCCCC1CCC(C(=O)NC(CCSC)C(=O)NC(C(=O)OC)C(C)C)CC1 (centres undefined)	-2	0.0	-16	97	95	-1	15	-27	-14
O=C1NC(c2ccc(O)cc2)Nc2ccccc21 (centres undefined)	-1	0.0	9	109	106	12	1	-3	29
CCn1c(N)c(C(=O)NCC2CCCO2)sc1=S (centres undefined)	1	-1.4	12	99	101	2	-3	-3	1
Cn1c(=O)c2c(SCC(N)=O)nc(CC(C)(C)C)nc2n(C)c1=O	.	-1.5	3	101	101	2	0	-11	5
CC(C)(C)c1cc(CN2CCC(O)CC2)cc(C(C)(C)C)c1O	0	-0.8	-14	106	100	3	0	3	-7
COc1ccc(S(=O)(=O)N2CCCC2C(=O)NCc2ccccc2Cl)cc1 (centres undefined)	-3	-0.7	-9	88	98	-9	-2	-14	5
COc1ccc(CCNC2=C(Cl)C(=O)N(CCc3ccc(OC)c(OC)c3)C2=O)cc1OC	5	1.6	-1	101	97	1	-6	-28	11
COc1ccc(C2Nc3ccccc3C(=O)N2c2ccc(Cl)cc2)cc1Cn1cc([N+](=O)[O-])cn1 (centres undefined)	28*	0.5	-4	68	74	-2	10	1	-4
COc1ccc(CC(=O)N2CCc3cc(OC)c(OC)cc3C2O)cc1OC (centres undefined)	-9	-1.1	-2	77	86	5	-8	-10	12
COc1ccc(C(=O)Oc2cc(N)n(S(=O)(=O)c3ccccc3)n2)cc1	-3	-0.1	0	.	.	.	-3	1	-6
COc1ccccc1OCCn1c(SCC(=O)O)nc2ccccc21	0	-0.8	-10	102	103	6	2	-31	18
O=C(COC(=O)C1=COCCO1)Nc1cccc(S(=O)(=O)N2CCOCC2)c1	4	0.2	-2	116	108	12	5	-1	3
CC(C)N1C(=O)NC2(c3ccccc3)N(C)C(=O)N(C)C12c1ccccc1 (centres undefined)	7	-1.6	7	99	105	-6	1	-29	2
O=[N+]([O-])c1cc(S(=O)(=O)O)cc([N+](=O)[O-])c1NN(c1ccccc1)c1ccccc1	-12	-0.5	14	100	108	8	21	-15	4
O=C(NCc1ccccn1)C1CCN(S(=O)(=O)c2cc(Cl)ccc2Cl)CC1	-2	0.2	-4	70	65	-12	2	-22	-2
CC1CCCC(C)N1CC(O)COCC1COc2ccccc2O1 (centres undefined)	7	1.9	-7	104	102	10	-3	3	20
COc1ccc(-n2c(SCC(=O)Nc3ccccc3)nnc2-c2ccc(NS(=O)(=O)c3ccc(C)cc3)cc2)cc1	-4	2.6	-1	92	99	1	-5	1	29
CCOc1ccc(C(=O)NC(=S)Nc2ccc(NC(=O)c3ccco3)cc2)cc1[N+](=O)[O-]	-4	0.4	3	99	99	5	1	-4	-4
CCOC(=O)C1=C(C)NC(=O)NC1c1c(OCC(=O)N2CCCCC2)ccc2ccccc12 (centres undefined)	1	2.4	-11	109	106	5	-7	-33	14
O=C(Nc1ccc(Br)cc1Cl)Nn1cnnc1	-6	-1.2	-6	114	118	6	4	-3	27
CCOC(=O)C1CCN(C(=O)c2cc3c(ccc4ccccc43)o2)CC1	-6	-2.4	11	102	100	0	-5	-43	-5
Cc1cccc(NS(=O)(=O)c2cc(C(=O)NCCC3=CCCCC3)ccc2Cl)c1	-1	0.2	-1	84	87	-3	-9	-22	-4
O=c1cc(N2CCCCC2)c(-c2ccccc2)nn1Cc1ccc(Cl)cc1Cl	2	3.5	-6	98	99	3	2	-15	-5
CC(=O)c1cccc(NC(=O)c2ccc(N(Cc3ccc(C)cc3)S(C)(=O)=O)cc2)c1	-7	16	-35	84	85	-8	9	-21	-4
Cc1nccn1CC(O)COc1ccccc1 (centres undefined)	-4	0.7	-3	106	86	3	-2	0	-5
CC(=O)Nc1ccc(S(=O)(=O)NCCS(=O)(=O)N2CCN(c3ccccc3F)CC2)cc1	-7	0.7	-14	109	102	6	1	-13	16
O=S(=O)(NCCCc1ccccc1)c1ccc(Cl)cc1	0	1.1	7	122	101	10	1	-12	1
O=C(CSc1n[nH]c(=O)n1-c1ccccc1)N1CCOCC1	-10	1.4	10	101	98	-6	3	-1	-8
CCn1c(-c2ccccc2)c(C(=O)O)c2ccccc21	-2	-2.8	-17	99	97	-3	-3	1	-11
CCCCc1cc(=O)oc2c(C)c(OCC(=O)N3CCC(C(=O)O)(c4ccccc4)CC3)ccc12	-5	0.9	-9	103	106	5	8	-24	10
COc1cccc(NC(=O)CSc2nccn2-c2cccc(OC)c2)c1	-1	1.1	-6	106	102	3	-2	-10	24
COc1ccc(CSc2nnc(N)s2)cc1F	-1	-1.5	36	103	106	3	-2	-2	9
CC1CC(C)CN(C(=O)c2cc3c(s2)CCC3)C1 (centres undefined)	-1	-6.9	-49	89	95	-8	0	-17	-5
O=C(O)CCN1C(=O)c2ccccc2C1=O	-2	0.0	-16	100	100	-2	-37	4	3
COC(=O)c1ccc(CSCc2ccc(C#N)cc2)cc1	.	.	.	103	104	4	-2	-19	15
O=C(Nc1ccccc1)c1ccc(=O)n(Cc2cccc(Cl)c2)c1	-5	-1.4	14	94	95	-7	-5	-13	16
O=C(CN(C1CCCCC1)S(=O)(=O)c1ccc(F)cc1)Nc1ccc2c(c1)OCO2	-4	0.6	-7	88	105	2	-11	-17	-8
Cc1ccc(/C=C2\SC(=S)N(CCCC(=O)Nc3cc(C)on3)C2=O)cc1	-3	-0.7	2	97	99	2	7	-5	-1
COc1ccc(-c2cc3ccccc3s2)cc1[C@H]1[C@H]2C=CC[C@@H](C)[C@@H]2C(=O)N1Cc1ccccc1	0	5.3	-2	93	96	-4	.	.	-19
COCC(=O)NC1CCN(CC(=O)Nc2ccccc2[N+](=O)[O-])CC1	0	1.8	19	95	94	-5	-8	-4	17
COc1ccc(/C=N/NC(=O)CNc2n[nH]c(=O)[nH]c2=O)cc1OC	-2	-2.6	10	88	100	-2	14	3	11
(listing goes on)
SMILES	GalR3 antag	CRFR2-BP ag	CRFR2-BP antag	MEKK2 WT-MEK5	MEKK3 PB1 HTS	MEKK2 mut-MEK5	HCV NS3 hel inh	FID counter	UBC9 SUMO inh
CCC(C(=O)NC(C)CCc1ccco1)n1nc(C)n2c(cc3occc32)c1=O (centres undefined)	0	0.1	3	103	110	5	4	-19	21
Cc1cc(C(=O)NCc2cccs2)ccc1[N+](=O)[O-]	-2	-0.1	-1	106	102	0	0	0	-11
Cc1cc(-c2ccccc2)nc2c(Br)c(=O)[nH]n12	-3	-0.7	12	100	97	-1	16	-3	11
O=C(N/N=C/c1ccc(O)cc1)c1ccncc1	-11	-1.2	14	101	98	2	-5	-3	16
CC(Oc1ccccc1)C(=O)Nc1cccc(F)c1 (centres undefined)	-3	-4.0	-7	82	78	-17	3	0	-8
CC1Cc2nc(SCC(=O)Nc3ccc4c(c3)OCO4)n(CCc3ccccc3)c(=O)c2S1 (centres undefined)	.	-1.9	42	99	103	-2	1	0	6
COc1ccc(N/N=C(/C#N)S(=O)(=O)c2nsc(C)c2C#N)cc1	-3	-2.8	10	102	99	-1	1	-10	0
COc1ccc(N2CCN(C(=O)c3ccc(CNc4c(N5CCOCC5)c(=O)c4=O)cc3)CC2)cc1	1	-0.9	1	101	102	3	3	-30	12
CCN(c1cccc(C(F)(F)F)c1)S(=O)(=O)c1ccc2c(c1)CCN2C(=O)C1CC1	-3	0.8	9	99	105	2	-14	-15	-2
COCC(C)NS(=O)(=O)c1ccc(OC)cc1 (centres undefined)	4	2.1	-1	103	103	4	-11	6	10
CN(C)CCCNC(=O)CC(c1ccccc1)c1ccccc1O (centres undefined)	-1	-1.7	-6	101	96	-3	1	6	12
CC1CN(c2cc(=O)n(-c3ccc(Cl)cc3)c(=O)[nH]2)CC(C)O1 (centres undefined)	.	-2.4	7	100	104	10	5	-3	6
COc1ccccc1N1CCN(C(=O)C(C)N(c2ccc(C)cc2)S(C)(=O)=O)CC1 (centres undefined)	0	-0.6	-6	106	110	7	3	-38	-2
CCOC(=O)Cc1csc(NC(=O)Nc2cccc(Cl)c2)n1	-4	0.4	-8	97	94	-2	-16	-3	1
COC(=O)N/N=C/c1cn(Cc2ccc(F)cc2)c2ccccc12	-6	-1.9	-5	91	89	-16	-11	-14	12
COc1ccc2c(c1OC)C(=O)OC2n1c(O)c(N=NC(C)=O)c2ccccc21 (centres undefined)	-4	-0.1	-3	79	103	7	3	-1	8
CN1CCN(NC(=S)NC2CCCCC2)CC1	-1	0.1	-9	97	101	3	1	0	18
COc1cc(OC)c(NC(=O)CCNS(=O)(=O)c2ccc3c(c2)CC(C)N3C(C)=O)cc1Cl (centres undefined)	-7	-1.5	1	99	93	0	22	-28	15
O=C(NCc1ccc(F)cc1)C(c1ccccc1)N(C(=O)c1csnn1)c1ccccc1 (centres undefined)	-7	0.6	-12	101	101	4	-1	-32	-6
[O-]/[N+](=C\c1ccccc1)[C@@H]1CCCC[C@@H]1/[N+]([O-])=C/c1ccccc1	2	0.7	-2	103	101	0	0	1	2
COc1ccc(N(CC(=O)Nc2ccc(C)c(C)c2)C2=NC3CS(=O)(=O)CC3S2)cc1 (centres undefined)	.	10	-10	94	98	1	-1	-10	-9
COc1ccccc1C(=O)COC(=O)c1ccc(N(C)C)cc1	-5	-0.8	-8	86	82	-8	-1	-12	8

Record cards (already shown):
Results for `O=C(NCc1ccc(F)cc1)C(c1ccccc1)N(C(=O)c1csnn1)c1ccccc1` (centres undefined) : GalR3 antag: -7; CRFR2-BP ag: 0.6; CRFR2-BP antag: -12; MEKK2 WT-MEK5: 101; MEKK3 PB1 HTS: 101; MEKK2 mut-MEK5: 4; HCV NS3 hel inh: -1; FID counter: -32; UBC9 SUMO inh: -6
Results for `COc1ccc(S(=O)(=O)N2CCCC2C(=O)NCc2ccccc2Cl)cc1` (centres undefined) : GalR3 antag: -3; CRFR2-BP ag: -0.7; CRFR2-BP antag: -9; MEKK2 WT-MEK5: 88; MEKK3 PB1 HTS: 98; MEKK2 mut-MEK5: -9; HCV NS3 hel inh: -2; FID counter: -14; UBC9 SUMO inh: 5

Bioassay records as filed in PubChem BioAssay.
